MT stabilize HCS = microtubule stabilization, imaging screen | hit rate 0.83% among 200,000 | % tubulin-high responders, % at 10 µM | HeLa tubulin immunostaining HCS, 24 h; share of cells brighter than vehicle mean+2SD | AID 2205;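 active = plate Z-score above 3 for both tubulin-high and condensed-nucleus cell shares, with cell loss under 80%, at 10 µM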;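 note: anti alpha tubulin signal scored within the nucleus-defined area of each cell; some results filed as inactive read as strong as hits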
Dynein transport = dynein cargo transport inhibition; z-score, hits read low; hit rate 0.47% among 220,000; 3617.4 mouse cells, GR-EGFP nuclear translocation imaging; test concentration mostly 20 µM; stimulated with dexamethasone, 1 µM; hits give low values;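 active = plate z-score of nuclear minus cytoplasmic receptor signal below a set negative limit, without overly bright fluorescence or cell loss, cut at about -3.5 in these data, passing the limit was not always enough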;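 note: z-score of nuclear minus cytoplasmic ring GR-EGFP intensity difference per well; some compounds called inactive have numbers as strong as hits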
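Buffer or medium: tet-free medium with charcoal-stripped serum / Also added: dexamethasone agonist, 1.0 µM final, for 30 min / Timing: induction 48 h, compound 1 h, agonist 30 min / Measured by: high-content fluorescence imaging after fixation / Read-out: nuclear-to-cytoplasmic GR-EGFP distribution per well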
NOD1 NF-kB reporter = NOD1 signaling inhibitors, primary screen, cell-based, luminescence, uHTS (AID 1578). NOD1-driven NF-kB luciferase reporter cells, luminescence; higher % means a stronger effect. inhibition, % at 4 µM, or EC50 in µM where a hit was titrated. hit rate 1% among 290,000; in the data active = inhibition mostly above about 36%, no sharp cut-off; inactive = mostly below about 34%;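 note: HEK-293T reporter cells stimulated with the NOD1 agonist gamma-tri-DAP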
Insulin prom up = MIN6 insulin promoter up-regulation. hit rate 0.3% among 190,000. AID 1625. z-score at 5 µM. MIN6 insulin promoter-GFP reporter, high-content imaging; hits give high values;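 active = z-score above 3 at 5 µM with at least 500 cells counted in the well; inconclusive = wells under 500 cells, flagged as cytotoxic or low count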
Yfh1-depleted yeast = enhancers of respiration in Yfh1-depleted yeast, dose response, Friedreich's ataxia, plus single-dose screen (AID 1465); S. cerevisiae Yfh1-off respiration, WST-1 reduction, 72 h; higher fold induction means a stronger effect; fold induction at 50 µM; hits with a dose series show EC50 in µM; hit rate 0.074% among 220,000;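 active = fold induction of absorbance versus untreated yeast above a set limit, then at least 30% activation at any dose in follow-up; inconclusive = repeats straddling the limit, or above it without dose testing; inactive = fold induction below the set limit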;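 note: activators that raise dye reduction in frataxin-depleted yeast; strong numbers were not always called active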
Autophagy HCS = modulators of autophagy; calls only at 10 µM (by protocol); MEF GFP-LC3 puncta imaging; test concentration mostly 10 µM; hit rate 0.98% among 190,000;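 active = percentage of spot-positive cells more than 3 SD above its plate mean, without a fluorescence outlier flag or 80% toxicity; inconclusive = no clear call, values can overlap the other calls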;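 note: spot-positive cell cutoff set from DMSO-treated cells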
P. falciparum M17LAP = P. falciparum M17LAP inhibitors, primary screen, biochemical, fluorogenic H-Leu-NHMec substrate, 1536-well (AID 1619); inhibition, % at 30 µM, or IC50 in µM where a hit was titrated; recombinant M17LAP, H-Leu-NHMec fluorogenic kinetic assay; higher % means a stronger effect; hit rate 0.38% among 220,000;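 active = compound inhibiting the enzyme by more than half at any dose during confirmatory dose-response retesting; inconclusive = strong single-dose inhibitors picked by rank but not retested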;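 note: plate controls were full reaction with DMSO carrier for no effect and no enzyme background for full effect; strong numbers were not always called active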
HEK293 NOD2/NF-kB = inhibition of NOD2-driven NF-kB reporter – cell-based, luminescence, uHTS, HEK293 (AID 1566). HEK293 NOD2/NF-kB luciferase reporter, luminescence; higher % means a stronger effect. inhibition, % at 4 µM, or EC50 in µM where a hit was titrated. hit rate 0.63% among 290,000; in the data active = inhibition above about 50%; note: many of its hits are not listed in these tables
b-catenin transl = modulators of beta-catenin nuclear translocation | hit rate 0.3% among 190,000 | HeLa beta-catenin nuclear translocation, immunofluorescence imaging | AID 1665 | nuclear translocation activity, % at 5 µM;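 active = nuclear translocation activity above 50% at 5 µM, with a well cell count of 50 or more; inconclusive = wells under 50 cells across six images, flagged as toxic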;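 note: per-cell ratio of nuclear to cytoplasmic median beta-catenin stain intensity; plate controls were DMSO negative control for no effect and GSK-3 inhibitor IX positive control for full effect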
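Assay system: human HeLa cells, native beta-catenin; doses: 5 µM primary, 0.02–20 µM confirmation; incubation: compound treatment 24 h, 37°C, 5% CO2; technique: fluorescence imaging of beta-catenin antibody stain plus DAPI; measure: % activation, nuclear-to-cytoplasmic median beta-catenin signal ratio per cell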
Dynein transport cytoplasmic EGFP = also measured in Dynein transport; calls as there; z-score; measured here: cytoplasmic GR-EGFP intensity; hits give high values
Dynein transport nuclear GR-EGFP = recorded beside Dynein transport, whose call it bears; z-score; measured here: nuclear GR-EGFP intensity;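 lower value marks the stronger effect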
Dynein transport cell count = second read-out of Dynein transport, no call of its own (marks repeat the call); z-score; measured here: cell count per field
Insulin prom up cell count = also measured in Insulin prom up; calls as there; cell count; measured here: cytotoxicity, nuclei count;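 total cells summed across four imaged fields per well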
b-catenin transl cell count 5 µM = recorded beside b-catenin transl, whose call it bears; cell count; measured here: cell count, cytotoxicity flag
MT stabilize HCS Hoechst-high % = recorded beside MT stabilize HCS, whose call it bears; % Hoechst-high responders; measured here: nuclear condensation Hoechst responders;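 share of cells brighter than vehicle mean plus two SD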
MT stabilize HCS cytotoxicity % = recorded beside MT stabilize HCS, whose call it bears; toxicity, %; measured here: cytotoxicity by cell density;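 0% = mean cell density of plate MIN control wells and 100% = no cells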
Autophagy HCS cell loss 18 h = second read-out of Autophagy HCS, no call of its own (marks repeat the call); toxicity, %; measured here: cell loss, nuclei count;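 cell loss after 18 h compound exposure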
An asterisk follows results filed as active; i = inactive; ? = inconclusive; / = no result given. The list is partial; rates above refer to the full screens.

SMILES	MT stabilize HCS	MT stabilize HCS Hoechst-high %	MT stabilize HCS cytotoxicity %	Dynein transport	Dynein transport cytoplasmic EGFP	Dynein transport nuclear GR-EGFP	Dynein transport cell count	NOD1 NF-kB reporter	Insulin prom up	Insulin prom up cell count	Yfh1-depleted yeast	Autophagy HCS	Autophagy HCS cell loss 18 h	P. falciparum M17LAP	HEK293 NOD2/NF-kB	b-catenin transl	b-catenin transl cell count 5 µM
CN(C)C(=O)CSc1nc2ccccc2n1Cc1ccccc1	2.7	3.3	6.4	-0.7	-0.28	-0.66	0.5	60%	0.14	1294	i	i	-5	-22%	2%	-1.1	442
O=C(Nc1ccc(F)cc1Cl)c1ccc2c(=O)n3c(nc2c1)CCCCC3	3.6	3.0	4.2	-1.1	-0.29	-0.38	0.59	-18%	-0.3	1720	i	i	-5	12%	-46%	-2.4	1350
CC(=O)c1ccc(NC(=S)Nc2ccn(Cc3ccc(Br)cc3)n2)cc1	1.7	1.7	1.7	-0.44	-0.32	-0.24	0.63	-41%	-2.7	1540	i	i	-17	2%	-36%	-4.1	1122
CCn1c(SCC(=O)Nc2cc(C)ccc2C)nc2c(c1=O)SC(C)C2 (stereo not given)	4.7	1.6	1.5	-1.4	-0.13	-0.38	0.93	12%	-0.72	1824	i	i	11	7%	15%	0.1	1066
CN1C(=S)SC(/[N+]([O-])=C\c2ccc(Cl)cc2)C1(C)C (stereo not given)	2.3	1.7	5.5	-0.24	-0.23	0.099	-0.68	84%*	-0.13	1516	i	i	-6	9%	6%	-1.4	1362
O=C(c1ccccc1)c1ccc2nc(-c3ccco3)c(-c3ccco3)nc2c1	4.3	1.9	9.0	-3	0.36	-1.7	0.83	-16%	-1.4	1331	?	i	-18	33%	6%	0.9	1584
CCOC(=S)SCc1cn2cccc(C)c2n1	1.3	2.3	6.0	-1.1	-0.28	-0.83	0.76	-21%	0.24	1281	i	i	-2	-1%	9%	-0.8	1140
CCOc1ccc(OCC)c(NC(=O)CC2Oc3ccc(C)cc3NC2=O)c1 (stereo not given)	7.7	9.1	11	-0.67	-0.2	-0.19	0.2	-4%	0.23	901	i	i	-2	-1%	-3%	/	/
O=c1ccn(CCOc2ccc(Cl)cc2)c(=O)[nH]1	6.0	2.2	23	1.7	0.41	1.2	-1.2	18%	/	/	i	i	5	-11%	-1%	/	/
CC(C)c1ccccc1NC(=O)COC(=O)COc1ccccc1[N+](=O)[O-]	2.9	1.5	0.5	0.41	-0.19	0.27	-0.35	-28%	-0.06	1242	i	i	-3	15%	6%	-1.4	1036
CCOC(=O)N1CCc2c(sc(N)c2C#N)C1	/	/	/	-1.2	-0.21	-0.47	1.7	-6%	-0.06	1112	i	/	/	4%	12%	1.7	1287
COc1ccc(/C=N/N=C2/CC(C)(C)Cc3n[nH]c(=O)cc32)cc1	5.9	2.0	10	0.75	-0.16	0.0085	-0.23	-25%	0.47	1631	i	i	-3	2%	26%	-1.6	1043
C[C@H](NC(=O)c1nc[nH]c1C(=O)NC1CCN(C(=O)OC(C)(C)C)CC1)C(=O)OCc1ccccc1	2.8	1.4	5.0	-0.25	-0.31	0.14	-0.057	-29%	-0.43	1461	i	i	-21	-5%	-2%	-3.1	1184
CC(=O)N1CCC(c2c[nH]c3ccccc23)CC1	/	/	/	-1	-0.28	-0.7	0.51	5%	1	1441	i	/	/	-2%	-9%	-2.5	1043
COC(=O)Cc1c(O)ccn(Cc2ccc(Cl)c(Cl)c2)c1=O	1.8	1.1	19	-0.37	-0.34	-0.31	1.8	-33%	0.15	1606	i	i	-2	6%	-5%	-2.2	996
Cc1ccsc1/C=N/NC(=O)CC(=O)NCC(C)C	1.5	1.4	7.4	-0.43	-0.27	-0.26	0.51	-31%	0.36	1196	i	i	18	0%	1%	2.8	1048
CCOc1ccc(/C=C2\N=C(c3cccs3)OC2=O)cc1OC	5.1	2.9	6.0	1.4	1	2	-2	-46%	1.2	1242	i	i	-15	17%	-4%	3.1	524
CSCCC(NC(=O)c1ccccc1)C(=O)Nc1ccc(C)cc1 (stereo not given)	3.2	1.5	3.8	-0.18	-0.26	-0.11	0.89	2%	-0.54	1331	i	i	-3	1%	0%	-0.2	815
COc1cccc(-n2ccnc2SCC(=O)N2CCc3ccccc32)c1	2.2	1.9	23	-0.88	-0.29	-0.23	0.32	-26%	-0.66	1779	i	i	-4	11%	4%	-0.8	1049
Cc1cccc(C(=O)NC2CCN(CC(=O)NCc3cccs3)CC2)c1	3.2	3.3	11	0.73	-0.27	0.26	-0.34	-42%	0.87	1398	i	i	3	4%	-23%	-0.5	1588
CCCc1nc2sc3c(=O)[nH]cnc3c2c2c1CCCC2	/	/	/	0.19	-0.24	0.088	0.03	-5%	-0.41	1440	i	/	/	-3%	7%	4.7	980
CC(=O)Nc1cc(C(=O)N(C)Cc2ccco2)ccc1Sc1ccc(C)cc1	2.5	2.3	5.7	0.45	-0.23	0.25	-0.7	-21%	0.21	1435	i	i	1	25%	18%	0.4	1106
O=C(Nc1ccc(-c2ccc3nncn3n2)cc1)c1ccc(Br)o1	1.8	2.0	2.8	-0.42	-0.2	-0.19	0.12	-14%	-0.16	1131	i	i	12	4%	9%	/	/
Cc1ccc2c(c1)c(C)cc(=O)n2CCC(=O)O	5.1	2.2	12	2.1	0.25	1.2	-1.8	3%	-0.22	1166	i	i	-53	8%	-4%	-3.9	981
CCCC(=O)N1c2ccccc2[C@@H](N(C(C)=O)c2ccccc2)C[C@H]1C	1.3	1.7	7.7	-0.3	-0.15	-0.27	0.018	0%	0.24	1237	i	i	-2	9%	-7%	-2.1	1182
Cc1ccc(-c2csc3nc(C)n(-n4c(C)ccc4C)c(=O)c23)o1	3.4	2.3	8.2	-4*	0.47*	-1.7*	0.38*	-4%	0.01	1470	i	i	-17	-1%	4%	-1.3	1390
Cc1ccc(Cc2nc(-c3ccncc3)no2)cc1	3.2	1.6	13	1.6	-0.19	1.2	-1.1	-19%	-0.81	1455	i	i	12	2%	-7%	-1.1	1049
CCc1nc2sc3c(c2c(=O)n1NC(=O)CCl)CCCC3	3.2	2.4	2.2	-1.2	-0.085	-0.33	-0.67	54%	-0.57	890	i	i	7	-2%	-7%	1.2	1093
CCSc1nc(N)c(C#N)c(-c2ccccc2Cl)c1C#N	2.6	2.3	8.4	1.6	0.24	1.3	-1.3	-3%	-0.69	935	i	i	-5	8%	-2%	-3.5	1112
CC(=O)N(c1ccccc1C)C1CCCC1	3.1	2.7	10	-0.87	-0.31	-0.75	0.95	4%	-0.08	1363	i	i	-12	4%	10%	-5.7	591
CCCNC(=O)C/C(C)=N/NC(=O)COc1ccc(C)cc1Br	4.3	1.7	6.2	0.65	-0.12	0.69	-0.46	83%*	1.9	1460	i	i	0	10%	-16%	4.6	995
CCOC(=O)c1ccccc1NC(=S)N1CC(C)CC(C)C1 (stereo not given)	3.3	1.7	1.6	-0.84	-0.31	-0.64	0.53	-2%	-0.09	1367	/	i	22	7%	21%	-0.6	1151
Cn1nc(-c2ccccc2)c(-c2nc(-c3ccccc3Cl)no2)c1Cl	2.5	2.3	6.9	0.46	-0.19	0.21	0.16	0%	-0.42	839	i	i	5	-3%	1%	/	/
O=C(O)/C=C/C(=O)N1CCN(C(c2ccccc2)c2ccccc2)CC1	/	/	/	0.95	-0.036	0.26	-0.98	13%	-0.27	1056	i	/	/	-2%	-11%	-0.7	1052
CCc1ccc(OCC(=O)Nc2cccc3c2CCCC3)cc1	2.1	2.5	2.3	1.3	0.033	0.89	-1.4	-27%	-0.32	1279	i	i	-1	1%	0%	-0.2	1094
COc1ccc(-c2cc(C3CCN(c4cc(Cl)nc(N)n4)CC3)[nH]n2)cc1	2.3	1.0	8.7	0.84	-0.25	-0.47	0.34	26%	/	/	i	i	4	8%	-7%	/	/
CSc1ccc(C#N)cc1NC(=O)c1ccccc1	2.1	3.0	5.0	-0.7	-0.31	0.39	0.38	-32%	-0.35	1448	i	i	-6	3%	17%	-0.2	943
CCOC(=O)c1c[nH]c2c(Cl)ccc(Cl)c2c1=O	4.6	1.8	8.5	-0.38	-0.21	0.0054	0.62	-12%	0.98	1291	i	i	-18	8%	11%	-0.4	1135
O=S(=O)(NC1c2cccc3cccc(c23)C1N1CCNCC1)c1ccccc1 (stereo not given)	2.6	2.3	15	0.032	-0.27	-0.11	-0.047	-25%	0.64	1721	i	i	-2	2%	10%	-0.7	1047
COCc1c(CCl)cnc(C)c1O	2.8	1.9	2.7	1.2	0.14	1.2	-3	-18%	-0.05	1600	i	i	-10	3%	18%	-0.2	1537
CC(CCc1ccccc1)NC(=O)COC(=O)C12CC3CC(CC(Br)(C3)C1)C2 (stereo not given)	6.2	2.4	9.7	0.6	-0.0073	0.57	-1.4	-4%	0.42	1518	i	i	-56	3%	12%	-2.8	1072
CC(C)CC(=O)Nc1nc(=S)ss1	2.2	0.9	6.5	-0.25	-0.29	-0.21	0.87	0%	-0.8	748	i	i	2	-7%	-8%	-5.9	1129

High-throughput results as filed in PubChem BioAssay.
